High-throughput results from PubChem.
AI-2 QS modul: Vibrio harveyi AI-2 quorum sensing modulation | Vibrio harveyi JMH597 AI-2 luminescence/OD600 ratio, 9 h; stronger effect = lower value; strain lacks LuxN and CqsS sensors; 0 = neutral-control median | activity change, % at 7.5 µM | 0.4% of 300,000 active | AID 2094; in the data active = activity change below about -75%, passing the limit was not always enough; inconclusive = no clear call, values can overlap the other calls;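 also: luminescence divided by OD600 gain over 9 h not by final OD600 alone; inactives centre near 13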
SKKanGAS inh: inhibitors of SKKanGAS S. pyogenes growth in kanamycin (SK-promoter or general growth effect). BacTiter-Glo, 6 h. inhibition, % at 7.5 µM. 1.3% of 300,000 active. AID 1662;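 active = mean replicate score, as percent of positive control median, at least 50; inconclusive = mean below 50 but one replicate at or above 50; inactive = mean and every replicate below 50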;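 also: strain carries kanamycin resistance gene driven by streptokinase promoter and grows in 40 µg/ml kanamycin; loss of luminescence reflects streptokinase promoter inhibition or plain growth inhibition; 0% = median of DMSO wells and 100% = positive control at its reference dose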
HSF1 inh: HSF1 inhibition. NIH3T3-HGL HSE-luciferase, MG132-induced, luminescence 8 h; stronger effect = lower value. activity change, negative = inhibition, % at 7.5 µM (by protocol). 0.77% of 300,000 active. AID 2098;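 active = more than half of replicate wells show activity change below -50%, luminescence cut by over half; inconclusive = some wells, but at most half, below -50%; inactive = no replicate well below -50%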;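 also: luciferase reports HSF-1 transcriptional activity via heat shock element; 0% = median of DMSO wells and -100% = zero luminescence signal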
HSP90 inh: inhibitors of HSP90 luciferase refolding in rabbit reticulocyte lysate; luciferase refolding luminescence, 3 h; inhibition, % at 5.6 µM; 0.91% of 290,000 active; AID 1789;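 active = inhibition above the screen-wide mean plus 3 SD, computed separately per campaign, cut at about 16% in these data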;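 also: 0% = DMSO wells and 100% = 60 µM geldanamycin wells; inhibitors lower the luminescence because luciferase stays unfolded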
HIF act: HIF pathway transcriptional activation; U2OS HRE-luciferase reporter, luminescence; normalized: DMSO 0%, desferrioxamine 100%; activation, % at 7.5 µM (by protocol); 0.32% of 300,000 active; AID 1910;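 active = mean activation of at least 10% of the iron chelator positive control signal, with at least half of replicates also reaching 10%; inconclusive = mean and replicate majority disagree about reaching 10%; inactive = mean and most replicates under 10%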
Platelet DG rel: platelet dense granule release activity. human platelet-rich plasma, SFLLRN dense granule ATP release, luminescence. inhibition, %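 (compounds screened at 7.5 µM in platelet-rich plasma)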. 0.22% of 300,000 active;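 active = mean replicate score, as percent of positive control, at or above 50; inconclusive = mean below 50 but at least one replicate at or above 50; inactive = mean and every replicate below 50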
IEC-6 tox: kills IEC-6 intestinal cells in KLF5 counter-screen; IEC-6 cytotoxicity, luminescence viability; inhibition, % at 5 µM; 0.78% of 290,000 active; in the data active = inhibition above about 22%;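 also: 0% = plate median of test compound wells and 100% = cytotoxic reference compound wells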
HSF-1 act: increases HSF-1 driven luciferase reporter signal | NIH3T3-HGL HSF-1 luciferase reporter, MG132, 8 h; 100% = twice DMSO control signal | activation, % at 9 µM | 1.7% of 300,000 active | AID 504408;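 active = mean replicate activation of at least 50% with a set share of replicates each reaching 50%; inconclusive = only one of those two conditions met; inactive = mean below 50% and too few replicates reaching it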;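 also: 0% = median of the neutral control wells and 100% = twice that signal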
aSyn UTR inh: MLPCN primary screen, SNCA 5' untranslated region. alpha-synuclein 5'UTR reporter, inhibitor activity. 0.82% of 300,000 active. AID 1813. inhibition, % (tested at 7.5 µM); in the data active = inhibition above about 60%; inconclusive = no clear call, values can overlap the other calls;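 also: H4 neuroglioblastoma cells stably carrying SNCA 5'UTR luciferase fusion; 0% = DMSO wells and 100% = positive control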
KLF5 inhibitor: kruppel-like factor 5 inhibition. DLD-1 KLF5 promoter-luciferase reporter, luminescence. inhibition, % at 5 µM. 0.23% of 290,000 active. AID 1700;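 active = inhibition above a per-plate limit of that plate's mean compound inhibition plus 3 SD, cut at about 60% in these data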;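 also: 0% = DMSO wells and 100% = LY294002 at 200 µM; higher means less KLF5 promoter-driven luciferase light; inactives centre near -14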
The depositor's hits bear a star; u = inconclusive; x = no result given.

SMILES	AI-2 QS modul	SKKanGAS inh	HSF1 inh	HSP90 inh	HIF act	Platelet DG rel	IEC-6 tox	HSF-1 act	aSyn UTR inh	KLF5 inhibitor
COc1cccc(N2CCN(S(=O)(=O)c3cc4c(cc3Cl)NC(=O)CO4)CC2)c1	13	-7	-5	2	-0.2	3	4	-11	1	-14
Cc1cccc(NS(=O)(=O)c2cc(C(=O)N3CCCC3)ccc2Cl)c1	16	-2	5	-3	-1.0	2	1	2	19	-14
COc1ccc(C(=O)N2CCCC(C(=O)c3ccccc3OC)C2)cc1OC (stereo unspecified)	17	1	1	-7	-0.2	3	0	1	4	-6
CCN1CCN(c2nc(Nc3cccc(OC)c3)nc(N)c2[N+](=O)[O-])CC1	15	7	-9	-2	4.9	2	24*	5	-86	13
CCOC(=O)c1sc(NC(=O)CSc2nnnn2-c2ccc(C)cc2)c(C(=O)OCC)c1C	25	17	0	-1	0.6	2	-1	0	20	5
CCOC(=O)C1CCCN(Cc2cccc(Cl)c2)C1 (stereo unspecified)	8	3	5	-2	0.0	-3	4	40	-2	-18
CCOC(=O)CSC1=C(C#N)C(c2ccccc2OCC)C(C#N)C(=O)N1 (stereo unspecified)	16	7	2	0	0.0	6	-3	2	-2	3
Cn1c(NC(=O)C[n+]2cc(-c3ccc(Cl)cc3)n3c2CCC3)cc(=O)n(C)c1=O	44	1	-5	-1	-0.1	6	3	-7	-5	-38
O=C1CC(N2CCOCC2)C(=O)N1CCc1ccccc1 (stereo unspecified)	13	3	-9	0	-0.1	6	-5	-20	-12	-15
COCOc1ccc(C=O)cc1OCOC	19	0	-1	x	-0.1	-2	x	-13	7	x
Cc1cccc(N2C(=O)C(Oc3ccc(Cl)cc3Cl)C2C(=O)O)c1C (stereo unspecified)	22	-1	0	-7	0.5	13	3	-1	14	0
Cc1ccc(NC(=O)c2ccccc2-c2ccccc2C(=O)O)cc1	12	2	-13	-4	-0.1	-6	1	-7	-9	-11
CC1CN(C(=O)COC(=O)c2ccc(F)cc2Cl)CC(C)O1 (stereo unspecified)	21	11	10	1	0.2	1	-1	34	4	3
c1ccc(-c2nc(NCCCn3ccnc3)c3oc4ccccc4c3n2)cc1	35	1	-16	5	0.5	7	7	-24	-38	-24
COc1ccc(-c2nc(-c3cccc(C)c3)no2)cc1OC	17	-22	19	-2	2.6	-16	0	47	-200	-110
CC1C(O)=C(c2nc3ccccc3[nH]2)C(=N)N1c1ccccc1 (stereo unspecified)	25	8	12	-1	4.3	8	0	12	-131	-26
Cc1nc(C(=O)NNC(=O)c2cccc(Cl)c2)c(C(F)(F)F)o1	9	-3	-71*	2	0.1	-10	0	-77	-12	-19
CC1=C(C(=O)OCc2ccccc2)C(c2cccc(F)c2)NC(=O)N1 (stereo unspecified)	65	-2	-2	0	-12	-8	-1	9	27	-38
COc1ccc(S(=O)(=O)Cc2ccc(C(=O)N3CCN(c4ccc(Cl)cc4)CC3)o2)cc1	17	0	-4	-4	x	19	0	-3	27	-16
CCn1nc2cc(C(=O)NCc3cc(C(F)(F)F)cc(C(F)(F)F)c3)ccc2c1OC	29	-7	-2	1	-0.4	-1	4	2	19	-9
CCc1sc(C(=O)NC(C)C2CCCO2)cc1Br (stereo unspecified)	10	21	7	-4	0.0	9	-1	3	7	-18
CC1CCCC(NC(=S)Nc2ccc(SC(F)F)cc2)C1C (stereo unspecified)	9	108*	-6	1	0.1	8	4	-7	-3	-5
CCOC(=O)C1CCN(c2c(NCCCN3CCN(Cc4ccccc4)CC3)c(=O)c2=O)CC1	21	-4	-3	0	-0.6	15	-1	0	14	3
Cc1ccc(N2C(=O)C(Cl)=C(N3CCN(C)CC3)C2=O)c(C)c1	3	-20	9	1	-0.3	-6	0	22	-1	-9
COc1ccc(OCc2cc(C(=O)N3CCCC(OC)C3)no2)c2ccccc12 (stereo unspecified)	24	-1	20	-4	3.2	2	0	49	-32	-79
O=C(Nc1nnc(S(=O)(=O)Nc2ccccc2)s1)C1CCCCC1	17	7	-4	2	0.0	-8	-4	2	14	-25
COc1ccc(-c2csc(N(CCc3ccccc3)C(=O)COc3ccccc3)n2)cc1	12	-4	0	2	0.0	-5	-5	7	28	0
COC(=O)[C@H](Cc1ccccc1)NC(=O)NCC1CCCO1 (stereo partly specified)	26	-2	-8	3	-0.1	3	7	-8	1	9
CCN(CC)C(=O)Cn1c(=O)n(Cc2ccc(F)cc2)c(=O)c2sccc21	5	2	-2	-3	-51	-11	-3	0	-15	-4
CC(C)(C)n1nnnc1C(c1ccccn1)N1CCN(C(c2ccccc2)c2ccccc2)CC1 (stereo unspecified)	25	4	3	0	-0.7	-6	-5	-13	5	-32
CC(Sc1nccn1C)C(=O)Nc1ccc(C(N)=O)cc1 (stereo unspecified)	30	17	-6	x	-0.3	13	x	-15	-7	x
COc1ccc(C(=O)N2CCN=C2SC)cc1OC	8	0	-3	-3	-0.8	2	0	0	-7	6
O=C(N/C(=C/c1cccs1)C(=O)N1CCOCC1)c1ccco1	13	11	0	-3	-0.2	-4	-2	5	15	-9
CCOc1ccccc1NC(=O)NNS(=O)(=O)c1ccc([N+](=O)[O-])cc1	28	0	4	-1	-0.4	0	-3	19	-6	-8
CCCNC(=O)COC(=O)c1[nH]c(C)c(C(=O)OCC)c1C	19	-1	-3	-3	0.2	0	-2	9	-13	-34
Oc1ccccc1-c1cc(-c2cccc(F)c2)n[nH]1	9	2	15	-4	4.5	-2	-2	6	-234	-84
O=C(Nc1nnc(COc2ccc(F)cc2)s1)c1ccco1	5	1	-2	-3	-0.1	1	-3	-1	-19	-49
Cc1c(C(=O)OCC2CCCO2)[nH]c2c1C(=O)CC(c1ccco1)C2 (stereo unspecified)	21	-4	18	-3	2.1	0	38*	57*	-46	-14
N=P(N1CCOCC1)(N1CCOCC1)C12CC3CC(CC(C3)C1)C2	19	-15	-7	0	-3.4	-2	-6	4	12	-10
COc1ccc(-c2noc(-c3cc4ccccc4oc3=O)n2)cc1	36	-1	-3	-9	0.7	0	3	-12	-18	-34
CCNC(=O)C12CCC(C)(C(=O)C1Br)C2(C)C (stereo unspecified)	37	6	-10	-1	0.0	-9	-5	-2	13	-4
Cc1c(NC(=O)C23CC4CC(CC(Br)(C4)C2)C3)c(=O)n(-c2ccccc2)n1C	18	2	1	-2	-0.1	-1	0	-4	31	9
O=C(COc1ccc(Br)cc1)NC1CC1	26	2	4	-1	0.1	4	-4	3	-6	-26
COc1ccccc1N1CC(C(=O)Nc2nnc(SCC(=O)N3CCCC3)s2)CC1=O (stereo unspecified)	5	u	-9	3	-0.1	-9	-1	-8	8	5
CC(=O)c1ccc(N(C(=O)Cn2nnc3ccccc32)C(C(=O)NCc2ccccc2)c2ccccn2)cc1 (stereo unspecified)	13	-9	8	-7	1.3	-10	-5	46	-106	-28

Entries listed so far that have a CF3 group, in the order listed:
SMILES	AI-2 QS modul	SKKanGAS inh	HSF1 inh	HSP90 inh	HIF act	Platelet DG rel	IEC-6 tox	HSF-1 act	aSyn UTR inh	KLF5 inhibitor
Cc1nc(C(=O)NNC(=O)c2cccc(Cl)c2)c(C(F)(F)F)o1	9	-3	-71*	2	0.1	-10	0	-77	-12	-19
CCn1nc2cc(C(=O)NCc3cc(C(F)(F)F)cc(C(F)(F)F)c3)ccc2c1OC	29	-7	-2	1	-0.4	-1	4	2	19	-9

As entered above:
Entry of Cc1c(C(=O)OCC2CCCO2)[nH]c2c1C(=O)CC(c1ccco1)C2 (stereo unspecified) under Platelet DG rel: 0
Entry of CC(Sc1nccn1C)C(=O)Nc1ccc(C(N)=O)cc1 (stereo unspecified) under HSF-1 act: -15
Entry of Cc1c(NC(=O)C23CC4CC(CC(Br)(C4)C2)C3)c(=O)n(-c2ccccc2)n1C under Platelet DG rel: -1

The list continues:
SMILES	AI-2 QS modul	SKKanGAS inh	HSF1 inh	HSP90 inh	HIF act	Platelet DG rel	IEC-6 tox	HSF-1 act	aSyn UTR inh	KLF5 inhibitor
Cc1nn(Cc2ccc(Cl)cc2Cl)c(C)c1NC(=O)NC12CC3CC(CC(C3)C1)C2	11	51*	-6	-4	-36	-3	-2	-5	7	-9
C/C(=N\NC(=O)c1cc(-c2ccncc2)nc2ccccc12)c1ccc(OC(F)F)cc1	48	-4	0	0	-0.3	-2	4	6	8	2
Cc1ccc(C(C)C)c(OCC(=O)Nn2c(=O)[nH]c3ccccc3c2=O)c1	46	18	-3	0	0.2	1	-3	-10	-2	-2
CSCCC(NC(=O)c1ccc(Cl)cc1Cl)C(=O)NCc1ccncc1 (stereo unspecified)	10	-4	-2	x	-0.5	3	x	14	-7	x
Cc1ccc(NC(=O)/C(C#N)=N/Nc2ccc(C(=O)O)cc2)c(C)c1	31	-2	-6	10	0.4	-6	-10	-3	-18	-31
COC(=O)[C@@]1(Cc2ccc(F)cc2)[C@H]2c3cc(C(=O)N4CCCC4)n(CCc4ccc(O)c(O)c4)c3C[C@H]2CN1C(=O)c1ccccc1	7	9	9	1	-0.3	2	0	2	15	0
Cn1c(SCC(=O)Nc2ccccc2Br)nnc1-c1cnccn1	21	1	6	-2	0.1	-1	-3	-11	-31	-20
O=C(CN(C(=O)CNC(=O)c1cccs1)c1cccc(F)c1)NC1CCCCC1	13	-2	-4	-2	-0.4	-30	3	8	-1	-9
Cc1ccc(N=C(N)N=C(N)N)cc1	x	6	-7	0	-0.2	3	-5	7	10	-5
CCOC(=O)CCc1c(C)nc(SCC(=O)O)c(C#N)c1C	6	-7	-6	1	0.4	0	-2	-4	2	8
C#Cc1ccc([C@H]2C=C(C(=O)N3CCN(Cc4ccccc4)CC3)O[C@@H](OCC)[C@@H]2CCCO)cc1	2	5	13	-1	-3.8	11	-8	-3	8	3

Among those listed so far, these contain an NH in an aromatic ring.
SMILES	AI-2 QS modul	SKKanGAS inh	HSF1 inh	HSP90 inh	HIF act	Platelet DG rel	IEC-6 tox	HSF-1 act	aSyn UTR inh	KLF5 inhibitor
CC1C(O)=C(c2nc3ccccc3[nH]2)C(=N)N1c1ccccc1 (stereo unspecified)	25	8	12	-1	4.3	8	0	12	-131	-26
CCCNC(=O)COC(=O)c1[nH]c(C)c(C(=O)OCC)c1C	19	-1	-3	-3	0.2	0	-2	9	-13	-34
Oc1ccccc1-c1cc(-c2cccc(F)c2)n[nH]1	9	2	15	-4	4.5	-2	-2	6	-234	-84
Cc1c(C(=O)OCC2CCCO2)[nH]c2c1C(=O)CC(c1ccco1)C2 (stereo unspecified)	21	-4	18	-3	2.1	0	38*	57*	-46	-14
Cc1ccc(C(C)C)c(OCC(=O)Nn2c(=O)[nH]c3ccccc3c2=O)c1	46	18	-3	0	0.2	1	-3	-10	-2	-2
